# High-throughput results (PubChem)
# Thrombin inh: human alpha-thrombin inhibitors, primary screen, counter-screen for coagulation protease inhibitor project, biochemical, 1536-well, fluorogenic AMC substrate | inhibition, % at 5 µM | actives 0.26% (n = 220,000) | Prothrombin (Homo sapiens), P00734 | Boc-VPR-AMC fluorogenic substrate cleavage;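 active means inhibition at or above 40%; inactive means inhibition below 40%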;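 further: 0% = enzyme with no compound and 100% = wells without enzyme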
#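 System – human alpha-thrombin protein · Reagent – Boc-VPR-AMC substrate, 15 µM final · Compound – 5 µM single dose in 0.2% DMSO · Schedule – reaction at room temperature · Technique – AMC fluorescence at 355 nm excitation and 460 nm emission · Read-out basis – % inhibition relative to enzyme controls and enzyme-free blanks · Control set – no-compound enzyme wells and no-enzyme blanks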
# Tb hexokinase: Trypanosoma brucei hexokinase 1 inhibitors, primary screen, biochemical, G6PDH-coupled NADH absorbance, MLSCN library; hexokinase 1 [Trypanosoma brucei]; recombinant TbHK1, G6PDH-coupled NADH A340; inhibition, % at 10 µM; actives 0.11% (n = 220,000); AID 1430, 2008;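 active means inhibition of 50% or more in the single-dose primary screen; inactive means inhibition below 50%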
# Furin inhibitor: human furin inhibitors, primary screen, biochemical, fluorescence intensity; AID 463115, 2010; P09958; purified furin, fluorogenic substrate cleavage; actives 0.061% (n = 220,000); inhibition, % at 30 µM; in the data active means inhibition above about 25%; further: inactives centre near -15
# TRPN1 ag: zebrafish TRPN1 channel agonists, primary screen, cell-based, HEK293, calcium fluorescence; actives 0.18% (n = 220,000); transient receptor potential cation channel N1 (TRPN1/NompC), Danio rerio; HEK293 zebrafish TRPN1-YFP, Fluo-8 calcium fluorescence; 100% = response to 87 µM carbachol; AID 1424, 2008; activation, % at 3 µM;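 active means activation above its plate's cutoff, the mean activation of test wells on that plate plus 3 SD, cut at about 19% in these data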;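 further: 0% = DMSO alone and 100% = 87 µM carbachol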
#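 Material: zebrafish TRPN1-YFP in HEK293 cells; Doses: single test compound dose, 3 µM nominal, 0.3% DMSO; Timing: dye loading 1 h at 37 °C, then 30 min room temperature; Technique: intracellular calcium fluorescence with Fluo-8; Benchmarks: high carbachol 87 µM, low DMSO alone.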
# Cl transport mod: KCC2 cotransporter modulators, thallium flux, primary screen, cell-based, HEK293 KCC2, FluoZin-2 fluorescence, MLSMR; KCC2 cells, thallium flux FluoZin-2 fluorescence; Solute carrier family 12 member 5 (Homo sapiens), Q9H2X9; B-score of Tl+ flux slope (higher = more flux/activation; lower = inhibition) at 10 µM; actives 2.2% (n = 190,000);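 active means thallium flux slope and its plate-corrected score both differing from the plate sample mean at a set confidence after two filtering rounds, in either direction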;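 further: slope of fluorescence scaled to starting intensity during 10 to 20 s after thallium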
# m-calpain inh: inhibitors of pig calpain II, primary screen, biochemical, fluorogenic peptide substrate, 1536-well; actives 0.37% (n = 220,000); inhibition, % at 16 µM; purified calpain II, 30 min; AID 1236, 2008;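 active means inhibition above about 50%, limit read from the data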
# EBV gp42 inh: Epstein-Barr virus gp42 inhibitors, primary screen, biochemical, uHTS, fluorescence polarization | Glycoprotein 42 (Epstein-Barr virus (strain AG876)), Q1HVG2 | actives 0.42% (n = 220,000) | AID 1085, 2008 | inhibition, % (tested at 21.74 µM) | Fluorescence polarization binding assay, mP read-out; in the data active means inhibition above about 50%
# Target sequence (Q1HVG2 whole entry, looked up): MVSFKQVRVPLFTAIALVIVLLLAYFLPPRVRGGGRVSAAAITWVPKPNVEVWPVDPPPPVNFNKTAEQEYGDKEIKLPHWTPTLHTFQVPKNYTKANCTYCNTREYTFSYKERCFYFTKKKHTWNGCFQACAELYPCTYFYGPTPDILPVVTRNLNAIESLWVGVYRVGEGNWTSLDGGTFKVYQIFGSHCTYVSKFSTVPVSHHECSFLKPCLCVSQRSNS
# TRPML3 ag: human TRPML3 channel agonists, primary screen, cell-based, HEK293 TRPML3-YFP, Fluo-8 calcium fluorescence, 3 µM; Mucolipin-3 (Homo sapiens), Q8TDD5; 100% = the carbachol control signal; activation, % at 3 µM; actives 0.29% (n = 220,000); AID 1448, 2008;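 active means activation above its plate's cutoff, the mean activation of the plate's test wells plus 3 SD, cut at about 12% in these data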;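 further: 0% = DMSO only wells and 100% = carbachol wells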
#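 system = HEK293 cells stably carrying human TRPML3-YFP | doses = one concentration, 3 µM nominal, 0.3% DMSO | timing = dye loading 1 h 37 °C then 30 min ambient, 125 s read | detection = Fluo-8 calcium dye fluorescence, ex 470-495, em 515-575 nm | benchmarks = high control carbachol 87 µM, low control DMSO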
# PPC-1+TRAIL kill: compounds killing PPC-1 cancer cells with TRAIL present, primary screen, TRAIL potentiator project, ATPLite luminescence, uHTS | PPC-1 cells + TRAIL, ATPLite viability luminescence | cell killing (% activity), % at 4 µM | actives 0.41% (n = 220,000);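 active means cell killing above 50% in the first pass at 4 µM, then a duplicate retest at 5 µM averaging 50% or more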;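 further: plate controls were cells with TRAIL plus DMSO for no effect and medium-only wells lacking cells for full effect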
# * marks the source's active call; other numbers are inactive results; . = not tested or not shown; [ ] = another dose, or the depositor's remark. The order is random. About 3.6% of those tested had a hit in this group.
# Values in the order: TRPML3 ag, EBV gp42 inh, TRPN1 ag, Furin inhibitor, Cl transport mod, Thrombin inh, Tb hexokinase, PPC-1+TRAIL kill, m-calpain inh
> CCCCCc1ccc(OCCCC[n+]2ccccc2)c(CCCCC)c1
→ 0.3, 9, -1.6, -20, -0.095, -2, 11, 24, -22
> COC(=O)C1CCN(C(=O)NC2CCCCC2)CC1
→ -0.3, -2, -0.3, -13[20 µM], 0.34, -5, -2, 42, -19
> COc1ccc(-c2oc(NC(=O)CCl)c(C#N)c2-c2ccc(OC)cc2)cc1
→ -0.1, -4, -0.8, -9[20 µM], ., -9, -10, 15, -61
> CCOc1ccc(-c2nc(N)ncc2Oc2ccc(OC)cc2)c(O)c1
→ -0.3, -5, 0.4, -18, 0.92, 2, -18, 15, 36
> N#CC(c1ccc(O)cc1)N1CCOCC1 (centres undefined)
→ 0.2, -14, 0.3, 1[20 µM], -0.39, 2, -31, 23, -13
> O=C(CSc1nnnn1C1CCCCC1)NCc1ccccc1
→ 0.1, 9, -0.9, -27[20 µM], -0.96, 1, 3, -3, -15
> Nc1nc(SCCO)[nH]c(=O)c1NC(=O)c1ccccc1F
→ 1.0, 5, 0.6, -3, 0.41, -6, -1, 15, 0
> CCCCN(CCCNC(=O)C1CCN(S(=O)(=O)N2CCOCC2)CC1)Cc1ccccc1
→ -0.4, -5, 1.2, -12, -0.95, -4, 3, -1, -13
> C=C(C)c1cccc(C(C)(C)NC(=O)N2CCOCC2)c1
→ 0.9, 4, -0.4, -9[20 µM], -0.22, 9, 2, 46, -21
> Cc1ccc(N2C(=O)C3CCC(C)(C2=O)C3(C)C)cc1C (centres undefined)
→ -0.2, -4, -0.3, -17, 0.071, -7, 1, 8, 33
> C#CCN(C)CC/C=C1\c2ccccc2CSc2ccccc21
→ -0.3, 13, -0.6, -21[20 µM], ., 38, 6, 14, 31
> COc1cc(NS(=O)(=O)c2ccc(NC(=O)c3ccc(C)o3)cc2)nc(OC)n1
→ 0.8, 11, 0.4, -9[20 µM], -0.11, -8, 0, 10, 24
> CC(=O)N(CCC1(C(C)C)CCOC(C)(C)C1)Cc1ccco1 (centres undefined)
→ 0.7, -14, -1.2, -9[20 µM], 0.42, -2, -3, 12, 10
> CNC(=O)c1ccsc1NC(=O)c1sc2ccccc2c1Cl
→ 1.0, 1, 3.9, -17, 1.9, 2, -6, 6, -93
> O=C(NCc1ccccc1)/C(=C/c1ccco1)NC(=O)c1ccco1
→ -0.6, -22, -0.7, -19, -3.3, -7, -10, -1, 8

# The results go on:
# Values in the order: TRPML3 ag, EBV gp42 inh, TRPN1 ag, Furin inhibitor, Cl transport mod, Thrombin inh, Tb hexokinase, PPC-1+TRAIL kill, m-calpain inh
> COC(=O)c1ccccc1NC(=O)CSc1nnc(-c2ccc(C)cc2)o1
→ 0.5, -5, -1.1, -13[20 µM], 0.19, 4, -2, 11, -3
> O=C(c1cccnc1Nc1ccc2c(c1)CCC2)N1CCOCC1
→ 0.7, -19, 1.0, -15, ., 2, -7, 16, 8
> O=C(/C=C/c1ccc(F)cc1)Nc1ccc2[nH]c(=O)[nH]c2c1
→ 1.5, -9, -0.4, -13, -0.58, -9, -6, -11, -26
> COC(=O)c1ccc(/C=N/N2CCN(Cc3ccc(Cl)cc3)CC2)cc1
→ 0.6, -6, 1.7, -20, 0.66, -3, -12, 20, 2
> CN(C)/C=N/C(=S)Nc1ccc(Cl)c(Cl)c1
→ 1.1, -1, -0.2, -13, -1.1, 1, -3, -15, 25
> CCCCC(=O)Nc1cccc(NC(=S)NC(C)=O)c1
→ 0.8, 1, 1.2, -22, -0.31, -15, -3, 3, -11
> COc1ccc(C(C(=O)NC2CCCCC2)N(C(=O)c2sc(C)nc2C)c2ccccc2)cc1 (centres undefined)
→ 0.5, -5, 0.9, -2, 1, 3, 0, -4, 8
> CCOc1ccc(-c2nc(C#N)c(N3CCCCCC3)o2)cc1
→ -0.5, -15, -0.9, -42, 0.43, 0, -12, 11, -153
> Cc1nn(Cc2cccc(Oc3ccccc3)c2)c(C)c1NC(=O)NC12CC3CC(CC(C3)C1)C2
→ 0.6, 5, -0.3, -16, -0.25, -6, 1, 1, 3
> Cc1cc(C)cc(NC(=O)C2CCCN2C(=O)Oc2ccccc2)c1 (centres undefined)
→ -0.4, -10, -0.8, -10[20 µM], -1, 0, -7, 15, -8
> CCOc1ccc(S(=O)(=O)Nc2ccncc2)c(C)c1C
→ 0.8, -10, 0.9, -30, 0.012, -3, 2, -2, 26
> Cn1c(O)c(N=NC(=O)Cn2c(C(F)(F)F)nc3ccccc32)c2ccccc21
→ 1.1, -14, -0.1, -27, -0.57, -5, 3, 9, -10
> Cc1sc(NC(=O)CSc2nnc(-c3ccc(F)cc3)o2)c(C#N)c1C
→ -0.4, -21, -1.3, -7, -0.57, -3, 7, -4, -8
> COc1ccc2nc3c(c(-c4ccccc4)c2c1)CCC3
→ 0.5, -2, -0.5, -41, -1.3, -3, -12, 0, -39
> CC(=O)Nc1nc2ccccc2n1CCOc1ccccc1Cl
→ 0.3, -10, 0.7, -15, -0.47, -10, 52*, 16, -6
> Cc1ccc(CCNC(=O)CNC(=O)c2cccs2)cc1
→ 0.0, 4, 1.0, -18, 0.12, -4, 7, 1, 28
> O=C1NCC(c2ccccc2)C1C(=O)N/N=C\c1ccc(-c2cccc(Cl)c2Cl)o1 (centres undefined)
→ -0.1, 0, 0.1, 3[20 µM], 0.096, -9, -38, 28, -411
> CC(=O)c1c(N2CCOCC2)nc(=O)n(-c2ccccc2)c1C
→ 0.7, 8, -0.4, -16[20 µM], 0.45, -2, -1, 16, -5
